Compound activity (PubChem)
Scp1 inh = blocks human Scp-1 phosphatase activity; Recombinant Scp1, phosphopeptide, malachite green phosphate absorbance; inhibition, % at 20 µM; 0.88% of 340,000 active; AID 493091;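 active = inhibition above about 50% at 20 µM, limit read from the data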;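 also: plate controls were DMSO wells with enzyme for no effect and wells lacking enzyme for full effect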
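Test system: SCP-1 catalytic domain; Buffer or medium: Acidic Tris acetate buffer with magnesium and detergent; Also added: Phosphorylated 17-residue peptide substrate; Compound: single 20 µM dose, 1% DMSO; Schedule: enzyme reaction 45 min at room temperature, colour 5 min, stabilisation 30 min; Signal: Phosphate-binding colour reagent, absorbance read at 630 nm.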
STEP block = blocks human striatal-enriched tyrosine phosphatase | recombinant STEP, OMFP fluorogenic substrate, fluorescence | inhibition, % at 20 µM | 0.25% of 360,000 active | AID 588621;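 active = inhibition at 20 µM, scaled per plate between control wells, above about 37%, limit read from the data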;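 also: 0% = DMSO with enzyme and substrate and 100% = substrate only without enzyme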
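System: STEP phosphatase, cell-free reaction; Buffer or medium: Bis-Tris pH 6.0 buffer with DTT, detergent; Incubation: 20 min at room temperature, dark; Measured by: fluorescence, 480/540 nm.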
DNMT1 block = blocks human DNA methyltransferase DNMT1 | AID 588458 | inhibition (reported as % activation of signal), % at 10 µM | P26358 | 0.83% of 360,000 active | DNMT1 molecular beacon, Hinp1I cleavage, fluorescence; in the data active = inhibition above about 50%
Target sequence (P26358 504-1616 limits assumed): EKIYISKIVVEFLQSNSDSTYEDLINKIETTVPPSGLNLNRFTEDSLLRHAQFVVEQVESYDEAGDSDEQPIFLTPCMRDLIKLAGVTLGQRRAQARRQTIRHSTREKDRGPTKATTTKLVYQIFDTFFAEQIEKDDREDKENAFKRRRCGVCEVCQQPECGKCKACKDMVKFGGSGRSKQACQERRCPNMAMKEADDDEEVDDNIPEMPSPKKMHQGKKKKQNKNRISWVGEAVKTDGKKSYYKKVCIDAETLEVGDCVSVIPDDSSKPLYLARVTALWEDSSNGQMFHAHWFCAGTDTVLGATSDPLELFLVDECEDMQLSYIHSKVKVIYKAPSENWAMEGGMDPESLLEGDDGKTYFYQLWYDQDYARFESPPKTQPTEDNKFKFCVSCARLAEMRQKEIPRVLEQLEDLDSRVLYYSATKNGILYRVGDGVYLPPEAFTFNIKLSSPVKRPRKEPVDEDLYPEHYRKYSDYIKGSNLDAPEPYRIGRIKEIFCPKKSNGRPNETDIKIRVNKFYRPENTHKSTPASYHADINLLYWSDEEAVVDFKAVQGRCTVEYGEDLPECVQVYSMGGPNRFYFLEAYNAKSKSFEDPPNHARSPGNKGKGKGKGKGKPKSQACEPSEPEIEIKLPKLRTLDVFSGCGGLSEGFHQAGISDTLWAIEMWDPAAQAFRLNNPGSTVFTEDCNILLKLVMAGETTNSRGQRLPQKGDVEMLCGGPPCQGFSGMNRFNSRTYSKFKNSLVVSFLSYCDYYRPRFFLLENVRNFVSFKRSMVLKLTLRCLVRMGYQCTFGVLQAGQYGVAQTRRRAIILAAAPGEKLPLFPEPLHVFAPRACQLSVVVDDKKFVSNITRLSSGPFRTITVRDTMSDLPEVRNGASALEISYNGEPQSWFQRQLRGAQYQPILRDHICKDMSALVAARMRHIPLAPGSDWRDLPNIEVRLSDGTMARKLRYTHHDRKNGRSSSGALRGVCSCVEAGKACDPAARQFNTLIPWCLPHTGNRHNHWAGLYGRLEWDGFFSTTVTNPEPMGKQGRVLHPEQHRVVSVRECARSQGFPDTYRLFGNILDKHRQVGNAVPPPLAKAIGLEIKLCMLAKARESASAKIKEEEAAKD
Neddylation inh = blocks human cullin neddylation; P61081+Q13564; TR-FRET cullin neddylation, biochemical; calls only at 25 µM; 0.58% of 360,000 active; AID 651699; in the data active = inhibition above about 36%
SUMO1-SIM PPI = modulators of human SUMO1-mediated protein-protein interactions | AID 602429 | 0.33% of 360,000 active | SUMO1 binding to a labelled peptide, TR-FRET, 1 h | inhibition, % at 20 µM; in the data active = inhibition above about 37%
NadD inh = NadD (S. aureus) enzyme inhibition; purified NadD enzyme, colorimetric absorbance read-out; inhibition, % at 20 µM; 0.78% of 360,000 active; AID 602399; in the data active = inhibition above about 26%; also: some compounds past the cut are filed as inactive
LMPTP inh = LMPTP (human) inhibition. recombinant LMPTP-A, OMFP fluorogenic substrate, fluorescence intensity. inhibition, % at 20 µM. 0.22% of 360,000 active. AID 651560;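 active = compounds that cut the enzyme signal by at least half of the control window in the single-dose screen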;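 also: plate controls were DMSO wells with enzyme plus substrate for no effect and substrate without enzyme for full effect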
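material = LMPTP-A | quantity = 0.625 nM enzyme | reagent = OMFP substrate, 400 µM final | buffer or medium = Bis-Tris pH 6.0, DTT, detergent | detection = endpoint fluorescence intensity from OMFP dephosphorylation | dosing = single 20 µM dose | read-out basis = % inhibition relative to no-enzyme and uninhibited control wells | control set = no-enzyme and uninhibited controls | timing = 50 min at room temperature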
NRP1-CendR mod = NRP-1/CendR interaction modulation; FAM-RPARPAR peptide binding to NRP-1, fluorescence polarization; inhibition, % at 25 µM; 0.85% of 360,000 active; AID 602438;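 active = inhibition or corrected inhibition above about 18%, plus a signal ratio from 0.5 to 1.5, limit read from the data, passing the limit was not always enough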; also: strong numbers were not always called active
Tb MetRS inh = blocks T. brucei methionyl-tRNA synthetase activity; purified T. brucei MetRS, ATP depletion, Kinase-Glo luminescence; inhibition, % at 11.9 µM; 0.4% of 360,000 active; AID 624268;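 active = inhibition above a per-plate cutoff of the control wells' mean inhibition plus 3 SD, cut at about 5.5% in these data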;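 also: 0% = DMSO wells median and 100% = median of wells with control inhibitor compound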
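Material – parasite MetRS enzyme · Medium – HEPES-MgCl2-KCl buffer plus DTT, spermine, BSA, pyrophosphatase · Reagent – ATP, methionine and E. coli bulk tRNA substrates · Times – 15 min enzyme-compound preincubation, 2 h reaction, 10 min detection, 25 °C · Measured by – luminescence of leftover ATP · Evaluation – percent inhibition relative to median high and low control wells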
SKN-1 inh = blocks SKN-1 activity in C. elegans; AID 624304; C. elegans VP596 Pgst-4::GFP/RFP ratio, acrylamide-induced, 24 h; inhibition, % at 21.8 µM; 0.49% of 360,000 active;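 active = interference check ratio from 0.5 to 1.5 plus GFP to RFP signal ratio inhibition reaching or exceeding a fixed threshold, cut at about 30% in these data, passing the limit was not always enough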; also: some compounds called inactive have numbers as strong as hits
An asterisk follows results filed as active; i = inactive; / = no result given. This is a random part of the collection, and some 4.6% of all compounds hit somewhere here.

nr | structure | Scp1 inh | STEP block | DNMT1 block | Neddylation inh | SUMO1-SIM PPI | NadD inh | LMPTP inh | NRP1-CendR mod | Tb MetRS inh | SKN-1 inh
1 | Cc1ccc(-c2csc(N3CCN(CCCn4c(C(F)(F)F)nc5ccccc54)CC3)n2)cc1 | 0 | -4 | -4 | i | 5 | 2 | 4.4 | 2 | 0.5 | 18
2 | COc1cc2cc(C#N)c(SCC(=O)Nc3cc(C)on3)nc2cc1OC | 20 | 5 | 7 | i | -119 | 1 | 19 | -6 | -0.7 | 2
3 | COCCNC(=O)C(c1ccc(C)cc1)N(Cc1cccs1)C(=O)CCC(=O)Nc1ccccn1 (centres undefined) | -5 | 0 | 2 | i | 4 | -3 | -0.3 | 7 | 0.0 | -6
4 | CCn1c(Cc2ccc(OC)cc2)nnc1SCC(=O)Nc1cccc(C(=O)OC)c1 | -1 | 3 | -1 | i | 6 | -5 | -1.0 | -5 | -0.3 | -24
5 | CN(Cc1ccccc1)C(=O)CCS(=O)(=O)c1cc2c(cc1Cl)NC(=O)CO2 | -5 | 1 | 6 | i | -1 | -6 | -1.5 | -6 | -0.3 | -17
6 | COc1cc(C(=O)N/C(=C\c2cn(C)c3ccccc23)C(=O)N2CCN(C)CC2)cc(OC)c1OC | -2 | 0 | -2 | i | -2 | 0 | -2.9 | 10 | -0.2 | -2
7 | CC(/C=N/NC(=O)c1cccnc1)=C\c1ccccc1 | 39 | 3 | 3 | i | -6 | -2 | 0.1 | 0 | -0.7 | 2
8 | Cc1cccc(NC(=O)c2ccccc2NC(=O)C2CCCCC2)c1C | -3 | 1 | 2 | i | -1 | -1 | 0.8 | -1 | -1.1 | 10
9 | COc1ccc(C=O)cc1OS(=O)(=O)c1ccccc1[N+](=O)[O-] | -13 | -2 | -3 | i | -15 | -5 | 1.1 | -3 | -0.9 | 14
10 | O=S(=O)(c1ccc(-c2nnco2)cc1)N1CCCCC1 | -7 | 1 | 1 | i | 1 | -2 | -1.7 | 6 | 3.9 | 3
11 | Cc1ccc(NC(=O)c2ccc(S(=O)(=O)C(F)F)cc2)c(C)c1 | -8 | -7 | 2 | i | -2 | -4 | -2.6 | 0 | -0.8 | 1
12 | C=C1[C@@H](O)[C@H](CC(C)C)N(Cc2ccccc2Br)S1(=O)=O | 1 | -1 | 19 | i | -2 | -1 | 0.2 | 10 | 0.1 | 20

Entries listed so far with an aryl methoxy group (4):
nr | structure | Scp1 inh | STEP block | DNMT1 block | Neddylation inh | SUMO1-SIM PPI | NadD inh | LMPTP inh | NRP1-CendR mod | Tb MetRS inh | SKN-1 inh
2 | COc1cc2cc(C#N)c(SCC(=O)Nc3cc(C)on3)nc2cc1OC | 20 | 5 | 7 | i | -119 | 1 | 19 | -6 | -0.7 | 2
4 | CCn1c(Cc2ccc(OC)cc2)nnc1SCC(=O)Nc1cccc(C(=O)OC)c1 | -1 | 3 | -1 | i | 6 | -5 | -1.0 | -5 | -0.3 | -24
6 | COc1cc(C(=O)N/C(=C\c2cn(C)c3ccccc23)C(=O)N2CCN(C)CC2)cc(OC)c1OC | -2 | 0 | -2 | i | -2 | 0 | -2.9 | 10 | -0.2 | -2
9 | COc1ccc(C=O)cc1OS(=O)(=O)c1ccccc1[N+](=O)[O-] | -13 | -2 | -3 | i | -15 | -5 | 1.1 | -3 | -0.9 | 14

Continued.
nr | structure | Scp1 inh | STEP block | DNMT1 block | Neddylation inh | SUMO1-SIM PPI | NadD inh | LMPTP inh | NRP1-CendR mod | Tb MetRS inh | SKN-1 inh
13 | COc1cccc(Oc2ccc(C(F)(F)F)cc2NC(=O)CCc2nc3ccccc3c(=O)[nH]2)c1 | 1 | -2 | -6 | i | -4 | 16 | 1.1 | -10 | 0.1 | 1
14 | COc1nc2ccccc2nc1N1CCN(c2ccc(F)cc2)CC1 | -7 | 0 | 3 | / | 3 | -4 | 2.5 | -4 | -0.8 | -1
15 | COc1ccc(N(C(=O)c2ccco2)C(C(=O)NC2CCCC2)c2cccs2)cc1OC (centres undefined) | -5 | -2 | 3 | i | 1 | 2 | 0.3 | 9 | -0.9 | 9
16 | CCn1c(-c2cc(-c3ccccc3)sc2N)n[nH]c1=S | -4 | -1 | -1 | i | -3 | 8 | 1.5 | 8 | -0.2 | 14
17 | C[C@@H]1CN([C@H](C)CO)C(=O)CCCn2nncc2CO[C@@H]1CN(C)S(=O)(=O)c1cn(C)cn1 | / | -2 | 7 | i | 10 | -1 | -2.5 | -3 | -0.4 | -1
18 | CC(=O)Oc1ccc(C2C3=C(CC(C)(C)CC3=O)Nc3cc4c(cc32)OCCO4)cc1 (centres undefined) | 8 | 1 | 2 | / | -1 | -4 | 0.5 | 8 | -1.2 | -1
19 | CC(=O)c1sc(NC(=O)c2cccs2)nc1C | -10 | -2 | -1 | i | -10 | -1 | -0.8 | 0 | 1.9 | 6
20 | CCN(CC)S(=O)(=O)c1ccc(N2CCCCC2)c(NC(=O)/C(C#N)=C/c2ccc(OC)cc2)c1 | -10 | 0 | -4 | i | -4 | 13 | 0.5 | -36 | 0.4 | 6
21 | CCOc1ccc(Nc2nc(Cc3nnc(SCC(=O)NC4CCCC4)n3C)cs2)cc1 | -5 | 4 | -4 | i | -3 | 2 | -1.5 | -6 | -0.1 | 4
22 | NS(=O)(=O)c1ccc(N2N=C(c3ccccc3)CC2c2ccccc2Br)cc1 (centres undefined) | 1 | 2 | -20 | / | 7 | 18 | 5.2 | -6 | -0.4 | 6
23 | Cc1ccc(-c2nc3ccccc3c(=O)n2Cc2ccccc2)cc1 | 1 | -3 | 3 | i | 1 | 4 | 0.2 | -29 | -1.5 | -9
24 | Cc1ccc(C(=O)Nc2nnc(S(=O)(=O)Nc3ccccc3C)s2)cc1C | 2 | 0 | 10 | i | 15 | 13 | 0.9 | -19 | -1.4 | -15

Some of these compounds in order of SMILES length, ascending.
nr | structure | Scp1 inh | STEP block | DNMT1 block | Neddylation inh | SUMO1-SIM PPI | NadD inh | LMPTP inh | NRP1-CendR mod | Tb MetRS inh | SKN-1 inh
14 | COc1nc2ccccc2nc1N1CCN(c2ccc(F)cc2)CC1 | -7 | 0 | 3 | / | 3 | -4 | 2.5 | -4 | -0.8 | -1
11 | Cc1ccc(NC(=O)c2ccc(S(=O)(=O)C(F)F)cc2)c(C)c1 | -8 | -7 | 2 | i | -2 | -4 | -2.6 | 0 | -0.8 | 1
3 | COCCNC(=O)C(c1ccc(C)cc1)N(Cc1cccs1)C(=O)CCC(=O)Nc1ccccn1 (centres undefined) | -5 | 0 | 2 | i | 4 | -3 | -0.3 | 7 | 0.0 | -6

Following part:
nr | structure | Scp1 inh | STEP block | DNMT1 block | Neddylation inh | SUMO1-SIM PPI | NadD inh | LMPTP inh | NRP1-CendR mod | Tb MetRS inh | SKN-1 inh
25 | CC[C@]1(C(=O)OC)[C@H]2C(=O)N(C)C(=O)[C@H]2[C@H]2CN=C(SCc3ccc(OC)cc3)N21 | 10 | -3 | -2 | i | 1 | 0 | -1.9 | -14 | -1.6 | -4
26 | CCC(C)NC(=O)CSc1ncnc2sccc12 (centres undefined) | 2 | 1 | 3 | i | 0 | -4 | 0.0 | -17 | -0.6 | 0
27 | CC(C)=NNc1nc(-c2ccccc2)c(C)s1 | -5 | 0 | -5 | i | -1 | 3 | 1.4 | -2 | -1.1 | 4
28 | COc1ccc(OC)c(CNC(=O)C2CCC(=O)N2C(C)C)c1 (centres undefined) | -4 | 1 | 0 | i | 1 | 0 | -0.5 | 6 | -0.4 | -17
29 | COc1ccc(/C=N/c2oc(-c3ccccc3)cc2C#N)cc1 | 0 | 1 | -1 | / | -3 | -2 | -1.4 | 4 | -0.9 | -4
30 | CCN(CC)CCC=C(c1cccs1)c1cccs1 | -3 | -4 | 1 | i | -11 | 9 | 8.8 | -6 | 0.3 | 11
31 | Cc1ccc(S(=O)(=O)c2nnn3c2nc(N2CCOCC2)c2ccccc23)c(C)c1 | -5 | 1 | -1 | i | 5 | 1 | -0.3 | 10 | -0.1 | 13
32 | COc1ccccc1CN1CCN(C(c2ccccc2)c2ccccc2)CC1 | -8 | -2 | -3 | i | 3 | 1 | 0.5 | 4 | -0.4 | 4
33 | Cc1nnc(NC(=O)C(C)Sc2nnc(-c3ccco3)n2C)s1 (centres undefined) | 2 | 0 | 4 | i | 0 | 2 | -0.7 | -7 | 0.7 | 15
34 | Cc1cccc(C)c1NC(=O)C1CCCNC1 (centres undefined) | -5 | 0 | 3 | i | 2 | 3 | -0.5 | -5 | -0.5 | -6
35 | O=C(COC(=O)c1c2c(nc3ccccc13)CCCCC2)c1ccc(Cl)s1 | 7 | -3 | -6 | i | 6 | 5 | -0.4 | -3 | -1.1 | 8
36 | Cc1cc(C)n2nc(SCC(=O)N3CC(C)CC(C)C3)nc2n1 (centres undefined) | 0 | 1 | 4 | i | -4 | 2 | -1.2 | 22 | 0.0 | 6
37 | Cc1cccc(C(C#N)c2ccc(Cl)nn2)c1 (centres undefined) | -1 | 0 | 2 | i | -11 | -4 | -1.1 | -5 | -0.3 | 1
38 | CC(C)OCCCn1c(=O)c2ccccc2n2c(CCC(=O)NC3CCN(Cc4ccccc4)CC3)nnc12 | -3 | 0 | 3 | i | 1 | -5 | -4.7 | 12 | -0.1 | -3
39 | CN(C(=O)c1ccncc1)c1nnc(-c2cnccn2)s1 | -3 | -13 | 2 | i | -7 | -3 | -3.5 | -8 | -1.3 | -13

An excerpt of these results, screen by screen.
35: O=C(COC(=O)c1c2c(nc3ccccc13)CCCCC2)c1ccc(Cl)s1
36: Cc1cc(C)n2nc(SCC(=O)N3CC(C)CC(C)C3)nc2n1 (centres undefined)
Screen / compound no.	35	36
Scp1 inh	7	0
STEP block	-3	1
DNMT1 block	-6	4
Neddylation inh	i	i
SUMO1-SIM PPI	6	-4
NadD inh	5	2
LMPTP inh	-0.4	-1.2
NRP1-CendR mod	-3	22
Tb MetRS inh	-1.1	0.0
SKN-1 inh	8	6
